# From PubChem BioAssay
# TRb SRC2 PPI – qHTS for Inhibitors of the Interaction of Thyroid Hormone Receptor and Steroid Receptor Coregulator 2. Potency, µM (top dose mostly 106 µM), without a hit: top-dose activity change, negative = inhibition, actives largely listed as inhibitors. Thyroid hormone receptor beta (Homo sapiens), P10828. TRbeta-SRC2 peptide binding, fluorescence polarization; receptor liganded with 1 µM T3. 280,000 compounds, 0.065% hits;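 further: potency means the concentration at half of the fitted maximal effect; plate controls were bound peptide for no effect and peptide without receptor for full effect; nearly all actives have a fitted effect of over 50% in size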
#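 Fluorescence polarization of 20 nM Texas Red SRC2 peptide with 0.6 uM human TRb ligand-binding domain, in Tris buffer with 1uM T3 and 5% DMSO. Incubated 5 hr ambient; normalized to unbound and bound controls.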
# Epigenetic reg – Quantitative High-Throughput Screen for Regulators of Epigenetic Control; murine LDR cells, GFP reporter derepression, 30 h; Potency, µM (top dose mostly 53.9 µM), without a hit: at the top dose GFP activation, hits mostly activators; 280,000 compounds, 0.2% hits; AID 1865, 2009; further: potency means the concentration at half of the fitted maximal effect; % of control where 0% means no effect; nearly all actives have a fitted effect of over 60% in size
#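 In this reporter-derepression format, murine cells bearing a silenced integrated CMV-GFP locus incubate with test compound (30 h, 37 C), then are washed and imaged; fluorescent objects of 20–120 um count as induced cells.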
# CBFb-RUNX1 inh – qHTS Assay for Compounds Blocking the Interaction Between CBF-beta and RUNX1 for the Treatment of Acute Myeloid Leukemia | Potency, µM (titrated, usually from 59.8 µM), for the others: at the highest dose activity, negative = inhibition, hits mostly inhibitors | Runt-related transcription factor 1 (Homo sapiens) + Core-binding factor subunit beta … | AlphaScreen CBFb-His/RUNX1-biotin binding, biochemical | 230,000 tested, under 10 active | AID 1477, 2009; further: % of control where 0% means no effect
# Target sequence (Q01196 whole entry, looked up): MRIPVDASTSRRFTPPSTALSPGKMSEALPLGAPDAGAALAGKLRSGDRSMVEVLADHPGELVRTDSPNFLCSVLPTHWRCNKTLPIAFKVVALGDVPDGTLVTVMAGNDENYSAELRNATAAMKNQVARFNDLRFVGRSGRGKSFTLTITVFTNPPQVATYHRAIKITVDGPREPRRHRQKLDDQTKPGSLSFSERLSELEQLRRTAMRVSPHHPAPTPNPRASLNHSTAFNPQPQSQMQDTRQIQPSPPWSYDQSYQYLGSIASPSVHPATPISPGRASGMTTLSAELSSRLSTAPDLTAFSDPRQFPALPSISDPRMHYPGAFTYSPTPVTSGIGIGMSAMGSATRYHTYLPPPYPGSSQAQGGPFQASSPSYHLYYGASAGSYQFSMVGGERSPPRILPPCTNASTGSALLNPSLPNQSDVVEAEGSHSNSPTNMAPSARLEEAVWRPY
# Target sequence (Q13951 whole entry, looked up): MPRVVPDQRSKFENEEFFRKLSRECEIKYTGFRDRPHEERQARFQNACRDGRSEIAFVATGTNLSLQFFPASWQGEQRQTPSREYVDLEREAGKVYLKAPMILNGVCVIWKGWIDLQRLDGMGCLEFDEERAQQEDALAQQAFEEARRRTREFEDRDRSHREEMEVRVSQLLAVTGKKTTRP
#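 Interaction loss through any mechanism counts as activity. Pre-formed complex of His-CBF-beta and biotin-RUNX1 (30 nM apiece) is incubated with compound 15 min, then with 50 ng nickel and 50 ng streptavidin beads for 90 min before AlphaScreen detection.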
# NPSR antagonist – qHTS Assay for Antagonists of the Neuropeptide S Receptor: cAMP Signal Transduction. CHO-NPSR cells, cAMP TR-FRET, antagonist mode. Q6W5P4. Potency, µM (doses to about 38.3 µM), for inactives: at the highest dose activity change, negative = inhibition, hits mostly inhibitors. 220,000 compounds, 1% hits; further: potency means the concentration at half of the fitted maximal effect; on the % scale 0 is the no-effect control and ±100 the full control effect; nearly all actives have a fitted effect of over 50% in size; many of its hits are not listed in these tables
# Tau fluor counter – Counterscreen qHTS for Inhibitors of Tau Fibril Formation, Fluorescence Polarization. Potency, µM (series often up to 57.7 µM), inactives show at the top dose activity change, negative = decrease. AID 1463, 2008. tau K18 P301L (four-repeat tau fragment) Alexa594 fluorescence, heparin fibrillization. 280,000 compounds, 0.93% hits; further: potency means the concentration at half of the fitted maximal effect; on the % scale 0 is the no-effect control and ±100 the full control effect; nearly all actives have a fitted effect of over 55% in size
#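 Human K18 P301L tau (15 uM unlabeled plus 0.24 uM Alexa 594-labeled, final) in 100 mM sodium acetate pH 7 was mixed with compound and 20 uM heparin and incubated 6 hr at 37 C.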
# GLA spleen mod – qHTS Assay for Inhibitors and Activators of Human alpha-Galactosidase From Spleen Homogenate. 240,000 compounds, 0.008% hits. Alpha-galactosidase A (Homo sapiens), P06280. AID 2107, 2009. Potency, µM (doses to about 80 µM), without a hit: at the top dose activity change, negative = inhibition, most hits filed as inhibitors. human spleen homogenate, 4MU-alpha-Gal fluorescence, 40 min;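 further: potency means the concentration at half of the fitted maximal effect; 0% = enzyme with vehicle and -100% = no enzyme basal signal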
# Target sequence (P06280 32-429 limits assumed): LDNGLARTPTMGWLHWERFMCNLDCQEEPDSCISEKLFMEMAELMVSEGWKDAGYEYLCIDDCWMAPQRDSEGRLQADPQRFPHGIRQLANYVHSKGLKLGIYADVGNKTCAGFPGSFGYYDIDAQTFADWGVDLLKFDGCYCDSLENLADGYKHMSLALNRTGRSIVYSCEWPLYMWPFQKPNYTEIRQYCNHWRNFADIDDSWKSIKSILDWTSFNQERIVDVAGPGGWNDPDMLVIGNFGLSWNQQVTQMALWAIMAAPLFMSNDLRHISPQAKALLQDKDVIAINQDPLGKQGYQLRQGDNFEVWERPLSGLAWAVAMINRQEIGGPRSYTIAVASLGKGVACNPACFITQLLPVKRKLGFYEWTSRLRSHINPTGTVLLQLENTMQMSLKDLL
#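 Human spleen homogenate (1 ug) as enzyme source, 4-methylumbelliferyl-alpha-D-galactopyranoside 1 mM final, citrate/phosphate pH 5.0 with 0.01% Tween-20. Compounds 40 min at 37C, NaOH/glycine stop; fluorescence Ex 365/Em 440, Hill-fit AC50.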
# TR SRC2 fluor cs – Total Fluorescence Counterscreen for Inhibitors of the Interaction of Thyroid Hormone Receptor and Steroid Receptor Coregulator 2; TRb/SRC2 Texas Red total fluorescence interference; Potency, µM (doses to about 106 µM), for the others: at the highest dose fluorescence change, negative = quenching; 280,000 compounds, 0.29% hits; AID 1479, 2009; active means well fitted curve in either direction with a large enough effect; inconclusive means small, poorly fitted or top-dose-only effect; further: potency means the concentration at half of the fitted maximal effect; on the % scale 0 is the no-effect control and ±100 the full control effect
#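 Human TRb ligand-binding domain at 0.6 uM with 20 nM Texas Red SRC2 peptide in Tris buffer containing 1 uM T3 and 5% DMSO, incubated with compound 5 h at ambient temperature. Total fluorescence (555/632 nm) calculated as parallel + 2 × perpendicular.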
# Tau FP inhib – qHTS for Inhibitors of Tau Fibril Formation, Fluorescence Polarization; 280,000 compounds, 0.39% hits; Microtubule-associated protein tau (Homo sapiens), P10636; K18 P301L tau heparin fibrillization, Alexa594 FP, 6 h; Potency, µM (titrated, usually from 57.7 µM), for the others: at the top dose activity, negative = inhibition, most hits filed as inhibitors; AID 1468, 2008; further: potency means the concentration at half of the fitted maximal effect; on the % scale 0 is the no-effect control and ±100 the full control effect; nearly all actives have a fitted effect of over 55% in size
#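 Quantitative HTS format: compounds meet 15 uM recombinant K18 P301L tau and Alexa 594-tau tracer in 100 mM sodium acetate pH 7; 20 uM heparin triggers fibrillization at 37 C over 6 hr; FP gives the signal.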
# Active calls of the source: *; ? = inconclusive; / = not tested or not shown; [ ] = remark or other dose. Unless noted, the call rests on the fitted dose curve; in most records, active means well fitted curve in the direction sought with a large enough effect; inconclusive means small, poorly fitted or top-dose-only effect, or another doubt; inactive means no such curve, though single readings can be large; an effect the other way counts as inactive or inconclusive. Only part of the results is shown; rates above refer to the full screens.
SMILES,TRb SRC2 PPI,Epigenetic reg,CBFb-RUNX1 inh,NPSR antagonist,Tau fluor counter,GLA spleen mod,TR SRC2 fluor cs,Tau FP inhib
C/C(Cn1nnc2ccccc21)=N/OC(=O)c1c(F)cccc1F,-6%,0.4%,-1%,18%,-9%,4%,-1%,-4%
O=C(COc1ccc(Cl)cc1)Nc1ccc2nc(SCC(=O)N3CCCC3)sc2c1,4%,7.3%,/,/,-28%,/,-18%,-3%
CCOc1ccccc1NC(=O)C(=O)NCC(c1cccnc1)N1CCN(c2ccccc2)CC1 (stereo not given),-5%,0.0%,/,/,-15%,/,-21%,-6%
COC(=O)C1=C(N)Oc2cc(C)n(CC3CCCO3)c(=O)c2C1c1ccccc1 (stereo not given),-2%,0.0%,-3%,-10%[46.1 µM],-7%,-7%,-8%,-14%
COc1ccc(S(=O)(=O)N2CCCC2C(=O)NCc2cccs2)cc1 (stereo not given),2%,-0.1%,1%,-4%[46.1 µM],-7%,-8%,3%,-9%
COc1ccc(S(=O)(=O)N2CCCCCC2)cc1C(=O)OCC(=O)NC(C)(C)C,-1%,-0.2%,10%,1%,-10%,1%,-3%,-4%
Cc1ccc(NC(=O)C(=O)NCC(c2ccc3c(c2)OCO3)N2CCOCC2)cc1C (stereo not given),1%,2.8%,/,/,-1%,/,4%,1%
O=S(=O)(c1ccc(C(F)(F)F)cc1)N1CCCN(c2ccc(C(F)(F)F)cn2)CC1,6%,0.1%,16%,57%,-29%,4%,0%,-3%
COc1cc(OC)c(C#N)c(S(=O)(=O)Cc2ccccc2)c1,-12%,-0.7%,3%,0%[46.1 µM],-10%,-3%,-1%,-5%
CCNc1nc(NCc2ccc(F)cc2)c2cnn(C)c2n1,1%,0.8%,/,/,-7%,/,-1%,10%
COc1cccc(-c2nc3c(c(C)nn3-c3ccccc3)c3cc(OC)c(OC)cc23)c1,-1%,0.0%,/,/,-9%,/,-29%,0%
CCC(CC)c1nnc(NC(=O)c2ccc([N+](=O)[O-])cc2)s1,7%,-1.1%,-9%,5%,-10%,5%,-2%,14%
O=C(CSc1n[nH]c(-c2ccncc2)n1)NCCc1ccccc1,-4%,-2.1%,6%,-5%[46.1 µM],2%,-3%,0%,-1%
COCC(C)NC(=O)CSc1nc(-c2ccccc2)c(-c2ccccc2)o1 (stereo not given),5%,2.6%,0%,-22%[46.1 µM],-7%,4%,2%,13%
COc1ccc(S(=O)(=O)N2CCCC(C(=O)Nc3cccnc3)C2)cc1Cl (stereo not given),-2%,1.2%,3%,-10%[46.1 µM],-7%,-6%,-4%,-6%
COc1ccccc1N(CC(=O)N/N=C/c1c(O)ccc2ccccc12)S(C)(=O)=O,-4%,3.4%,?,-16%,?,4%,-4%,?
O=C(c1ccc(N2CCCC2=O)cc1)N1CCOCC1,-11%,0.9%,13%,-6%[46.1 µM],3%,3%,-1%,3%
O=C(CCCCCNS(=O)(=O)c1ccc(Br)cc1)NCCN1CCOCC1,2%,-1.1%,2%,-13%[46.1 µM],-8%,-5%,-5%,0%
CC(=O)NC(Cc1c[nH]c2ccccc12)C(=O)N/N=C/c1ccccc1 (stereo not given),5%,1.1%,1%,12%,-15%,-6%,-1%,4%
COc1ccc(CNC(=O)C2CCN(S(=O)(=O)c3ccc(-c4nn[nH]n4)cc3)CC2)cc1,-5%,-0.1%,5%,1%[46.1 µM],5%,0%,-2%,2%
CCc1ccc(C2CC(c3ccc(F)cc3)Nc3nc(N)nn32)cc1 (stereo not given),8%,0.1%,1%,-17%[46.1 µM],-18%,-2%,0%,-6%
O=C(CNC(=O)c1ccc(F)cc1)OCc1cc(=O)n2ccsc2n1,3%,0.8%,/,/,5%,/,-1%,-6%
CC(Oc1ccc(C(=O)c2ccccc2)cc1)C(=O)Nc1ccc(S(N)(=O)=O)cc1 (stereo not given),1%[53 µM],-0.3%,18%,-4%,-9%,0%,-1%[53 µM],2%
CCS(=O)(=O)N1CC(=O)N(c2cc(C)cc(C)c2)C(C)(C(=O)NC2CCCCC2)C1 (stereo not given),0%,-1.2%,/,/,10%,/,7%,8%
CS(=O)(=O)NCC(c1cccnc1)N1CCN(c2ccccc2F)CC1 (stereo not given),-1%,-1.3%,-2%,11%,-2%,0%,0%,2%
CC(=O)Nc1ccc(S(=O)(=O)N2CCCCC2C(=O)O)cc1 (stereo not given),-2%,-0.8%[10.1 µM],0%,6%,-3%,1%,0%,-2%
COc1ccccc1OCC(=O)Nc1nonc1NC(=O)COc1ccccc1OC,6%,-0.9%,-10%,3%,-6%,2%,-4%,-4%
Cc1cccc(Cn2cc3c(=O)n(CC(=O)Nc4c(C)cccc4C)nc-3c3cc(F)ccc32)c1,-12%,2.2%,/,/,-18%,/,-3%,2%
NC(=O)c1ccsc1NC(=O)COC(=O)CCOc1ccccc1,-1%,2.2%,1%,-10%,-14%,-9%,-4%,-3%
CCCOc1ccc(/C=N/NC(=O)C(C)Sc2ccccn2)cc1OCC (stereo not given),-1%,-0.9%,6%,-6%,-15%,-2%,-2%,-6%
Cc1cccc(NC(=O)CN2C(=O)COc3ccc(S(=O)(=O)N4CCC(C)CC4)cc32)c1C,-2%,-0.7%,/,/,-4%,/,-2%,-1%
Cc1ccc(NC(=O)N2CCCn3c(SCC(=O)c4ccccc4)nnc32)cc1,-3%,0.1%,2%,30%,-11%,8%,0%,-10%
COc1ccc(CNC(=O)CN2C(=O)COc3ccc(S(=O)(=O)N4CCCCC4)cc32)cc1,-3%,2.7%,/,/,-13%,/,0%,-4%
O=C(O)c1ccc(CSc2nc(-c3ccccc3)cc(C(F)(F)F)n2)cc1,-3%,-1.8%,0%,-21%,1%,3%,1%,4%
CC(=O)Nc1ccc(C(=O)Cn2c3[n+](c4c(F)c(F)ccc42)CCCCC3)cc1,-6%,1.1%,7%,13%,-14%,-3%,0%,-2%
COc1ccc(S(=O)(=O)N2CCCOC2CNC(=O)C(=O)NCCCn2ccnc2)cc1OC (stereo not given),5%,-1.5%,-8%,7%,4%,0%,0%,-7%
C[C@H]1[C@H]2CC[C@H]3[C@@H]4CC=C5C[C@@H](N(C)C)CC[C@]5(C)[C@H]4CC[C@]23CN1C,3%,1.7%,4%,/,-3%,4%,-1%,1%
COc1ccc(CN(C(=O)c2nsc(Cl)c2Cl)C(C(=O)NC2CCCC2)c2ccc(OC)cc2)cc1 (stereo not given),5%,4.5%,0%,-51%,9%,-1%,6%,-2%
Nc1c2c3c(sc2nc(=O)n1N)CCCC3,5%,-1.0%,8%,-4%,-7%,-4%,-3%,-12%
COc1ccc(C(=O)N/N=C/c2ccc(OC(=O)c3ccccc3)cc2)cc1,7%,0.9%,4%,9%,-6%,-1%,-1%,-7%
CCOc1ccc(NC(=O)CC2C(=O)N(c3ccccc3)C(=O)N2Cc2ccccn2)cc1 (stereo not given),6%,0.8%,-3%,-13%[46.1 µM],-10%,-1%,-1%,0%
CC(C)CCNC(=O)CCc1nnc(Cc2c[nH]c3ccccc23)o1,-10%,0.5%,12%,-16%,-2%,-5%,-7%,12%
N#Cc1c(SCC(=O)Nc2ccccc2)nsc1SCC(=O)Nc1ccccc1,2%,1.0%,2%,-1%[46.1 µM],-9%,-2%,-6%,?
CC(=O)O/C(=C\c1cn(C(C)=O)c2ccccc12)C(=O)O,-4%,-1.4%,1%,11%,-8%,-1%,0%,-9%
CCN(CC)C(=O)CSc1nnc2nnc3cc(OC)ccc3n12,5%,0.1%,-4%,6%,-16%,-10%,0%,-1%

# Compound profiles, from the list above.
# Entry for CC(=O)O/C(=C\c1cn(C(C)=O)c2ccccc12)C(=O)O = TRb SRC2 PPI: -4%; Epigenetic reg: -1.4%; CBFb-RUNX1 inh: 1%; NPSR antagonist: 11%; Tau fluor counter: -8%; GLA spleen mod: -1%; TR SRC2 fluor cs: 0%; Tau FP inhib: -9%
# Entry for CC(C)CCNC(=O)CCc1nnc(Cc2c[nH]c3ccccc23)o1 = TRb SRC2 PPI: -10%; Epigenetic reg: 0.5%; CBFb-RUNX1 inh: 12%; NPSR antagonist: -16%; Tau fluor counter: -2%; GLA spleen mod: -5%; TR SRC2 fluor cs: -7%; Tau FP inhib: 12%
# Entry for CCN(CC)C(=O)CSc1nnc2nnc3cc(OC)ccc3n12 = TRb SRC2 PPI: 5%; Epigenetic reg: 0.1%; CBFb-RUNX1 inh: -4%; NPSR antagonist: 6%; Tau fluor counter: -16%; GLA spleen mod: -10%; TR SRC2 fluor cs: 0%; Tau FP inhib: -1%
